Screens from PubChem BioAssay.
Mtb FBA inh: Mtb fructose-bisphosphate aldolase inhibition | purified M. tuberculosis FBA, fluorescence read-out | inhibition, % at 1 µM | actives 2.3% (n = 360,000) | AID 588726; in the data active = inhibition above about 27%;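 also: 0% = vehicle and 100% = reference inhibitor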
Target sequence (P9WQA3 whole entry, looked up): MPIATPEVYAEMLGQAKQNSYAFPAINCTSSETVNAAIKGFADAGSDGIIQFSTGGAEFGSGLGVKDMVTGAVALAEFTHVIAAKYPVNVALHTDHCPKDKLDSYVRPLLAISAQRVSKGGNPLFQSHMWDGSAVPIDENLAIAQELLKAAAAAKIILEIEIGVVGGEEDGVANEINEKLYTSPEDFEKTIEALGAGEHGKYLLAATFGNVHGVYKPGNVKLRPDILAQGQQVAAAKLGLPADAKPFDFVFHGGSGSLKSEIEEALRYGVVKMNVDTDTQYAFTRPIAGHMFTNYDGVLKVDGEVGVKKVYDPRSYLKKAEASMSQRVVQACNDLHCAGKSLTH
Rv3671c inh: inhibits the M. tuberculosis serine protease Rv3671c; P9WHR9; inhibition, % at 5.96 µM; actives 0.048% (n = 320,000); in the data active = inhibition above about 38%;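 also: extracellular domain of Rv3671c used as enzyme; 0% = enzyme with DMSO and 100% = no enzyme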
Mtb UGM inh: Mtb UDP-galactopyranose mutase inhibition | P9WIQ1 | purified UGM, fluorescence polarization probe displacement | inhibition, % at 10 µM | actives 0.06% (n = 320,000); in the data active = inhibition above about 10%, passing the limit was not always enough
Target sequence (P9WIQ1 whole entry, looked up): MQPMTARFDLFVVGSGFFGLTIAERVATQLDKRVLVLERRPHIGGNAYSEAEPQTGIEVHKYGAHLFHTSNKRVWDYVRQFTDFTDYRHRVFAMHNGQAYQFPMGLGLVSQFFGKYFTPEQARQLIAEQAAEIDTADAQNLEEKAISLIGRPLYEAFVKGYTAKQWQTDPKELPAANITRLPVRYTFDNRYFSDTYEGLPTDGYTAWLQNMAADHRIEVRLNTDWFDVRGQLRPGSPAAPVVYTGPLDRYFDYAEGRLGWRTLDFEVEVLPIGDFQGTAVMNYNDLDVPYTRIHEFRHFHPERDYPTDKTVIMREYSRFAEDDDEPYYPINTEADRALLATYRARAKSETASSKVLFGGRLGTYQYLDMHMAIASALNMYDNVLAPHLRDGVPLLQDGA
PrPC surface inh: cell surface PrPC inhibition, primary TR-FRET screen | actives 0.43% (n = 370,000) | inhibition, % at 13.8 µM | AID 720596 | TR-FRET read-out | P04156; in the data active = inhibition above about 24%; also: 0% = median of the test wells and 100% = reference compound wells
Mtb BioA inh: BioA (M. tuberculosis) enzyme inhibition | actives 0.096% (n = 360,000) | inhibition, % at 9.99 µM | purified M. tuberculosis BioA enzyme, plate reader; in the data active = inhibition above about 40%
MazEF act: activators of E. coli MazEF toxin-antitoxin RNase | FAM/BHQ RNA-DNA oligo cleavage fluorescence, 5 h | activation, % at 20 µM | actives 0.32% (n = 350,000); in the data active = activation above about 50%
BoNT-F LC inh: inhibitors of Botulinum neurotoxin F light chain protease. inhibition, % at 10 µM. actives 0.22% (n = 360,000). Multiplex microsphere protease cleavage assay, flow cytometry. AID 588497; in the data active = inhibition above about 35%, passing the limit was not always enough; also: plate controls were buffer without enzyme for full effect and enzyme alone for no effect
GDH-TPI inh: inhibits GDH-TPI coupling enzymes, artifact for Mtb FBA screen; actives 1.2% (n = 360,000); GDH-TPI coupled enzyme counterscreen, NADH absorbance; inhibition, % at 4.8 µM; in the data active = inhibition above about 30%;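 also: 0% = DMSO wells and 100% = wells lacking the enzyme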
FadD28 FP inh: blocks FadD28 binding to the bisubstrate probe; fluorescence polarization; inhibition, % at 12.5 µM; actives 0.22% (n = 360,000); AID 588549; in the data active = inhibition above about 8.5%, passing the limit was not always enough
Starred values were filed as active, the others as inactive; · = no result given.

SMILES | Mtb FBA inh | Rv3671c inh | Mtb UGM inh | PrPC surface inh | Mtb BioA inh | MazEF act | BoNT-F LC inh | GDH-TPI inh | FadD28 FP inh
COc1ccc(CNC(=O)C[C@H]2C(=O)N(CCc3ccccc3)C[C@@H]2Cc2ccccc2)cc1 | 0.0 | -2.5 | 2.8 | 2.0 | 11.0 | 2.0 | -7.6 | -3.6 | 0.6
CN(C)S(=O)(=O)NCCNc1ccc(C(F)(F)F)cc1[N+](=O)[O-] | -2.1 | -3.9 | 0.1 | -17.8 | · | -32.3 | -1.3 | 1.6 | -1.0
C[C@]1(O)CCC2C3CC[C@H]4C[C@@H](OC(=O)CNC(=O)CN)CC[C@]4(C)C3CC[C@@]21C (stereo not given in full) | -3.2 | -5.8 | -1.5 | -2.7 | -0.7 | 2.7 | -19.3 | -4.7 | -9.4
N#Cc1nc(COc2ccccc2F)oc1NCCc1ccccc1 | 0.7 | 1.2 | 1.5 | 10.5 | -2.0 | -6.2 | -32.3 | 0.6 | -6.3
CCOC(=O)C1=CCC(c2cccc3ccccc23)N(S(=O)(=O)c2ccc(C)cc2)C1 (stereo not given) | 0.5 | · | · | -0.2 | 6.4 | · | -5.2 | · | -4.4
CC(=O)Nc1cccc(C(=O)OC2CCOC2=O)c1 (stereo not given) | 1.5 | -5.5 | -0.3 | -0.2 | -0.2 | 1.0 | -3.6 | 4.4 | -1.9
CN1CCN(c2ccc(S(=O)(=O)N3CCCCC3)cc2NC(=O)Cc2ccc(Cl)cc2)CC1 | 2.1 | -3.9 | · | -2.5 | · | -3.0 | -2.2 | -8.9 | -5.1
Cc1cccc(C(=O)N[C@H](C(=O)Nc2ncc(C)s2)C(C)C)c1 | -0.3 | -3.6 | 2.8 | 41.0* | · | 11.1 | -6.4 | 6.3 | -4.8
CN1CCN(CCCNC(=O)c2ccc(/C=C3/Sc4ccccc4N(Cc4cccc(Cl)c4)C3=O)cc2)CC1 | 4.7 | · | · | -0.5 | 3.6 | -24.5 | -2.2 | 2.5 | -8.8
O=C(Cc1c(F)cccc1Cl)Nc1ccncc1 | 0.3 | 1.0 | -2.2 | 1.8 | -2.3 | 11.6 | 2.3 | 0.2 | -1.7
CSc1nc(Oc2ccc(=O)[nH]n2)nc(N(C)C)n1 | 3.0 | -0.6 | 0.7 | 1.9 | 0.3 | 0.8 | 1.8 | 3.0 | -1.0
O=c1c(C/C=C/c2ccccc2)c(O)ccn1Cc1cccc(Cl)c1 | 1.0 | -3.5 | -0.5 | 4.5 | · | -7.1 | -0.4 | 0.3 | -3.6
COC(=O)c1ccc(C(=O)OCCCc2nc3ccc(N)cc3[nH]2)cc1 | 2.1 | -6.0 | -1.3 | 0.0 | -1.2 | 6.3 | -25.5 | 5.1 | -1.8
CC1CC(C)CN(C(=O)c2ccc(N3CC4CC(C3)c3cccc(=O)n3C4)c([N+](=O)[O-])c2)C1 (stereo not given) | -4.1 | -5.0 | -2.6 | -17.5 | · | 7.2 | -3.8 | 0.0 | -3.4
COc1ccc(-n2c(CNC(=O)COc3ccc(Cl)cc3)n[nH]c2=S)cc1 | -0.6 | -1.1 | -1.1 | 2.6 | -0.6 | 2.8 | 9.2 | -4.3 | -1.9
COCCNC(=O)Nc1ccc2c(c1)N(C)C(=O)c1ccccc1S2 | -1.5 | -1.7 | 1.4 | 1.3 | -2.7 | 5.1 | -1.4 | -3.1 | -2.3
CCOC(=O)N1CCC(c2[nH][nH]c(=O)c2C)CC1 | 1.5 | 0.9 | 0.2 | 1.2 | 1.0 | 1.2 | -1.2 | -6.2 | -2.9
CCCCC(CC)CN1CN(CC(CC)CCCC)CC(C)(N)C1 (stereo not given) | -2.1 | · | · | -1.9 | -0.9 | 24.8 | -9.0 | -2.6 | -4.1
O=C(N/N=C/c1cc([N+](=O)[O-])ccc1O)c1cccc2ccccc12 | -2.2 | 10.1 | -4.2 | 6.2 | -1.9 | · | -8.7 | 15.5 | 0.7
CCN(CC(=O)Nc1c(C(=O)OC)[nH]c2ccc(Cl)cc12)c1ccc2c(c1)OCO2 | -1.0 | 5.8 | 0.1 | -4.8 | · | 8.2 | -11.3 | 17.6 | -1.2
CCOC(=O)N1CCN(C(=O)c2ccc3c(c2)N(Cc2ccc(C)cc2)CCS3)CC1 | 7.6 | 7.1 | 2.7 | 9.9 | · | -3.2 | -8.6 | 13.8 | -0.8
Cc1ccc(S(=O)(=O)Nc2ccnc(-c3cccnc3)n2)cc1 | -0.6 | 9.6 | -4.7 | 3.1 | · | 0.9 | 10.0 | -5.5 | ·
Cc1ccccc1OCCn1c(S(=O)(=O)O)nc2c(N)ncnc21 | -0.2 | 5.0 | -1.3 | -7.3 | 1.2 | 8.1 | 0.8 | -1.0 | -1.7
Cc1ccc(C)c(NC(=O)c2cc(=O)c3ccccc3o2)c1 | 0.4 | 1.2 | -0.4 | -11.6 | · | 6.9 | -4.8 | 5.4 | -2.2
O=[N+]([O-])c1ccccc1/C=N/NC1=NCCN1 | -0.1 | 4.1 | 3.6 | -9.2 | · | -3.2 | -15.8 | 3.4 | -0.8
O=C(COC(=O)Cc1ccccc1F)Nc1ccc(F)cc1F | 5.5 | 5.1 | 2.6 | 3.2 | · | -4.1 | -4.2 | 7.9 | 0.6
N#C/C(=C/c1ccncc1)c1nc2ccccc2c(=O)[nH]1 | 2.9 | 2.6 | 0.1 | -5.1 | · | -4.6 | -2.2 | 20.2 | -0.5
O=C(NNC(=S)NCc1ccccc1)c1cccnc1 | 0.8 | 9.8 | 3.5 | 3.2 | 0.3 | 1.3 | 1.6 | 2.5 | -1.0
O=C(NCC1CCC(C(=O)O)CC1)OCc1ccccc1 (stereo not given) | -3.3 | 6.3 | -1.8 | -2.5 | · | -9.4 | 12.5 | 2.9 | 1.3

Another view of some results above:
smiles: N#Cc1nc(COc2ccccc2F)oc1NCCc1ccccc1
  Mtb FBA inh: 0.7
  Rv3671c inh: 1.2
  Mtb UGM inh: 1.5
  PrPC surface inh: 10.5
  Mtb BioA inh: -2.0
  MazEF act: -6.2
  BoNT-F LC inh: -32.3
  GDH-TPI inh: 0.6
  FadD28 FP inh: -6.3

smiles: CCOC(=O)C1=CCC(c2cccc3ccccc23)N(S(=O)(=O)c2ccc(C)cc2)C1 (stereo not given)
  Mtb FBA inh: 0.5
  Rv3671c inh: ·
  Mtb UGM inh: ·
  PrPC surface inh: -0.2
  Mtb BioA inh: 6.4
  MazEF act: ·
  BoNT-F LC inh: -5.2
  GDH-TPI inh: ·
  FadD28 FP inh: -4.4

An excerpt from further up, as a working copy:
SMILES | Mtb FBA inh | Rv3671c inh | Mtb UGM inh | PrPC surface inh | Mtb BioA inh | MazEF act | BoNT-F LC inh | GDH-TPI inh | FadD28 FP inh
COc1ccc(CNC(=O)C[C@H]2C(=O)N(CCc3ccccc3)C[C@@H]2Cc2ccccc2)cc1 | 0.0 | -2.5 | 2.8 | 2.0 | 11.0 | 2.0 | -7.6 | -3.6 | 0.6
CN(C)S(=O)(=O)NCCNc1ccc(C(F)(F)F)cc1[N+](=O)[O-] | -2.1 | -3.9 | 0.1 | -17.8 | · | -32.3 | -1.3 | 1.6 | -1.0
C[C@]1(O)CCC2C3CC[C@H]4C[C@@H](OC(=O)CNC(=O)CN)CC[C@]4(C)C3CC[C@@]21C (stereo not given in full) | -3.2 | -5.8 | -1.5 | -2.7 | -0.7 | 2.7 | -19.3 | -4.7 | -9.4
N#Cc1nc(COc2ccccc2F)oc1NCCc1ccccc1 | 0.7 | 1.2 | 1.5 | 10.5 | -2.0 | -6.2 | -32.3 | 0.6 | -6.3
CCOC(=O)C1=CCC(c2cccc3ccccc23)N(S(=O)(=O)c2ccc(C)cc2)C1 (stereo not given) | 0.5 | · | · | -0.2 | 6.4 | · | -5.2 | · | -4.4
CC(=O)Nc1cccc(C(=O)OC2CCOC2=O)c1 (stereo not given) | 1.5 | -5.5 | -0.3 | -0.2 | -0.2 | 1.0 | -3.6 | 4.4 | -1.9
CN1CCN(c2ccc(S(=O)(=O)N3CCCCC3)cc2NC(=O)Cc2ccc(Cl)cc2)CC1 | 2.1 | -3.9 | · | -2.5 | · | -3.0 | -2.2 | -8.9 | -5.1
Cc1cccc(C(=O)N[C@H](C(=O)Nc2ncc(C)s2)C(C)C)c1 | -0.3 | -3.6 | 2.8 | 41.0* | · | 11.1 | -6.4 | 6.3 | -4.8
CN1CCN(CCCNC(=O)c2ccc(/C=C3/Sc4ccccc4N(Cc4cccc(Cl)c4)C3=O)cc2)CC1 | 4.7 | · | · | -0.5 | 3.6 | -24.5 | -2.2 | 2.5 | -8.8
O=C(Cc1c(F)cccc1Cl)Nc1ccncc1 | 0.3 | 1.0 | -2.2 | 1.8 | -2.3 | 11.6 | 2.3 | 0.2 | -1.7
CSc1nc(Oc2ccc(=O)[nH]n2)nc(N(C)C)n1 | 3.0 | -0.6 | 0.7 | 1.9 | 0.3 | 0.8 | 1.8 | 3.0 | -1.0
O=c1c(C/C=C/c2ccccc2)c(O)ccn1Cc1cccc(Cl)c1 | 1.0 | -3.5 | -0.5 | 4.5 | · | -7.1 | -0.4 | 0.3 | -3.6
